Assay outcomes deposited in PubChem BioAssay by several laboratories.
ARFGAP1 inh: inhibitors of rat ARFGAP1 GAP activity, primary screen, biochemical, fluorescence polarization, GDP tracer. ADP-ribosylation factor GTPase-activating protein 1 (Rattus norvegicus), Q62848. inhibition, % at 16.5 µM. 0.26% of 360,000 active. AID 651572, 2012. Arfgap1-stimulated ARF1 GTP hydrolysis, GDP FP detection;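 active = inhibition above a per-plate limit, mean inhibition of low control wells plus 3 SD, cut at about 25% in these data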;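 note: 0% = DMSO wells with enzyme and 100% = wells lacking Arfgap1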
Target sequence (Q62848 1-136 limits assumed): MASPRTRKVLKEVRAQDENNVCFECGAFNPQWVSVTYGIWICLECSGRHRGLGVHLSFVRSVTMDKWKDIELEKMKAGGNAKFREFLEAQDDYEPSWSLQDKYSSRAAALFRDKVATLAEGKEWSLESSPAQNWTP
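Material – truncated rat Arfgap1 GAP domain · Buffer or medium – HEPES-based buffer, pH 7.5 · Reagent – human ARF1(Δ1-17)-GTP substrate · Dosing – 16.5 µM single point, 1.26% DMSO · Schedule – GTP hydrolysis reaction 2 h at 25 °C · Technique – GDP detection by fluorescence polarization · Benchmarks – No-Arfgap1 wells (100%) versus DMSO full-reaction wells (0%) · Repeats – single replicate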
PG9 binder: binders of HIV-1 gp120 antibody PG9, primary screen, biochemical, TR-FRET. HIV-1 gp120 / PG9 antibody interaction. TR-FRET gp120-PG9 antibody binding. inhibition, % at 6.7 µM. 0.43% of 360,000 active. AID 624416, 2012; in the data active = inhibition above about 8.5%
SMARCA2 activ: SMARCA2 (BRM) function activators, primary screen, cell-based, luminescence, high throughput; MG213 cells, MMTV-luciferase reporter, dexamethasone, overnight; activation, % at 9.1 µM; AID 652017, 2013; 1% of 370,000 active; in the data active = activation above about 7.8%;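 note: 0% = vehicle wells and 100% = reference activator wells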
ASAP1 inh: inhibitors of human ASAP1 ArfGAP activity, primary screen, biochemical, fluorescence polarization | ASAP1-stimulated ARF1 GTP hydrolysis, GDP FP detection | inhibition, % at 16.5 µM | 0.19% of 360,000 active; in the data active = inhibition above about 25%;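 note: 0% = vehicle with enzyme and substrate and 100% = no enzyme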
Target sequence (Q9ULH1 325-724 limits assumed): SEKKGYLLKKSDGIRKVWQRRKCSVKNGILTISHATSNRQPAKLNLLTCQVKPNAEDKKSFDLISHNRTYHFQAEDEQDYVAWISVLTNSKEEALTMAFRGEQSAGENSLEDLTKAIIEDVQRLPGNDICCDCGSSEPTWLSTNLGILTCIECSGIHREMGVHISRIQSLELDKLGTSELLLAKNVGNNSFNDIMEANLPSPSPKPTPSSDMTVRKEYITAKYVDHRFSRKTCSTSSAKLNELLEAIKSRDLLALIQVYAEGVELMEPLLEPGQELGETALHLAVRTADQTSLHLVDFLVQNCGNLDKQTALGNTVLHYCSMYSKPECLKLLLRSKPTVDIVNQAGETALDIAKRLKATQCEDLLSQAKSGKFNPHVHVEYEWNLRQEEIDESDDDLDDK
rCAG RNA binder: binders of r(CAG) RNA repeats, primary screen, biochemical, fluorescence; r(CAG) RNA repeat, TO-PRO-1 dye displacement fluorescence; inhibition, % at 3 µM; AID 651821, 2012; 1.3% of 370,000 active;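 active = inhibition above the plate cutoff, the mean of all test compounds on that plate plus 3 SD, cut at about 35% in these data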;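 note: 0% = DMSO alone and 100% = 100 µM mitoxantrone as full dye displacement; higher means more dye released from RNA so lower well fluorescence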
NPR2 activator: human GC-B receptor activators, primary screen, HEK293 GC-B cells, cGMP TR-FRET, EC30 CNP | 0% at EC30 CNP, 100% saturating CNP | 0.11% of 370,000 active | activation, % at 10 µM;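 active = activation at 10 µM reaching about 35% in either raw or pattern-adjusted values, limit read from the data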
mABHD4 FP: ABHD4 inhibitors, primary screen, biochemical, fluorescence polarization, mouse; purified mABHD4, FP-Rh probe fluorescence polarization; inhibition, % at 8.92 µM; 0.54% of 370,000 active; AID 720543, 2013;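 active = inhibition exceeding the mean over every tested compound plus 3 SD, cut at about 30% in these data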;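 note: 0% = plate median of compound wells and 100% = S159A mutant with DMSO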
Target sequence (Q8VD66 whole entry, looked up): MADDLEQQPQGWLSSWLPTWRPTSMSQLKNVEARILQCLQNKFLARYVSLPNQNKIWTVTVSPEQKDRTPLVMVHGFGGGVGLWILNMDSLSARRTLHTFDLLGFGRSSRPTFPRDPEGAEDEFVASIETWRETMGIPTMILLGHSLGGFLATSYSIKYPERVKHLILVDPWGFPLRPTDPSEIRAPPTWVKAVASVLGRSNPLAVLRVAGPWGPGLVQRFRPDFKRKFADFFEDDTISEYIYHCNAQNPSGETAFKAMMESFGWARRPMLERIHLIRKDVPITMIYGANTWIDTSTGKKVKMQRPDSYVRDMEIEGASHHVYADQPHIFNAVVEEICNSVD
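Test system: mouse ABHD4 enzyme, wild type. Reagent: FP-Rh fluorescent activity-based probe, added after compound pre-incubation. Timing: pre-incubation 45 min, probe exposure 60 min, at 25 °C. Technique: FP readout, ex 525 nm / em 598 nm. Benchmarks: high control S159A mutant with DMSO, low control median of compound wells.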
GC-A act: GC-A stimulated cGMP production enhancers – HEK293 GC-A cells, cGMP TR-FRET, EC30 ANP, primary screen | Atrial natriuretic peptide receptor 1 (Homo sapiens), P16066 | 0% at EC30 ANP, 100% saturating ANP | activation, % at 10 µM | 0.14% of 370,000 active; in the data active = activation above about 40%
HTRA1 inhibitor: HTRA1 serine protease inhibitors, primary screen, biochemical, fluorescence polarization, HTS; Q92743; recombinant HTRA1, FP-rhodamine activity-based probe; inhibition, % at 5.96 µM; 0.5% of 340,000 active; AID 504803, 2011; in the data active = inhibition above about 36%;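 note: 0% = enzyme with DMSO and 100% = wells lacking enzyme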
Rev-erbA mod: modulators of Rev-erb alpha DNA binding, primary screen, biochemical, FITC-DNA, fluorescence polarization, uHTS; Nuclear receptor subfamily 1 group D member 1 (Homo sapiens), P20393; Rev-erbα–FITC-DNA binding, 90 min; activity, % at 10 µM; 0.79% of 370,000 active;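 active = activity above about 14%, limit read from the data; passing the limit was not always enough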;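 note: 0% = DMSO wells with 35 nM protein and 100% = DMSO wells with 750 nM protein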
* hit, by the source's call.

For CCOC(=O)C1CCN(c2c(NCCN(CC)c3ccccc3)c(=O)c2=O)CC1 the results were ARFGAP1 inh 0, PG9 binder -0.2, SMARCA2 activ -3, ASAP1 inh 3, rCAG RNA binder 10, NPR2 activator -3, mABHD4 FP 2, GC-A act 0, HTRA1 inhibitor 11 and Rev-erbA mod -1.
Screening COc1ccc(CCNC(=O)c2cc3c(=O)n4ccccc4nc3n(CC3CCCO3)c2=N)cc1OC (stereo unspecified) returned ARFGAP1 inh 8, PG9 binder -0.5, SMARCA2 activ -2, ASAP1 inh 6, rCAG RNA binder 1, NPR2 activator -8, mABHD4 FP -1, GC-A act 10, HTRA1 inhibitor -7 and Rev-erbA mod -1.
For Cn1c(SCC(=O)N2CCCC2)nc2ccccc2c1=O the results were ARFGAP1 inh -9, PG9 binder 0.6, SMARCA2 activ -1, ASAP1 inh 15, rCAG RNA binder -1, NPR2 activator 8, mABHD4 FP 2, GC-A act -4, HTRA1 inhibitor 6 and Rev-erbA mod -3.
COc1ccc(CCC(=O)Nc2ncc(C)s2)cc1OC was read as ARFGAP1 inh 2, PG9 binder -2.4, SMARCA2 activ -2, ASAP1 inh -11, rCAG RNA binder -3, NPR2 activator -4, mABHD4 FP 0, GC-A act -5, HTRA1 inhibitor 2 and Rev-erbA mod 0.
COc1cccc(Nc2ncnc3sccc23)c1 was read as ARFGAP1 inh -2, PG9 binder 1.8, SMARCA2 activ -1, ASAP1 inh 1, rCAG RNA binder -1, NPR2 activator 8, mABHD4 FP 1, GC-A act 2, HTRA1 inhibitor 1 and Rev-erbA mod -4.
For CCCC(C(=O)NCc1ccco1)N(C(=O)CNS(=O)(=O)c1ccccc1)C1CCCC1 (stereo unspecified) the results were ARFGAP1 inh 3, PG9 binder -1.1, SMARCA2 activ -1, ASAP1 inh -3, rCAG RNA binder -7, NPR2 activator 0, mABHD4 FP 7, GC-A act -6, HTRA1 inhibitor -4 and Rev-erbA mod -6.
`COc1cccc(C2/C(=C(\O)c3ccc(OC)c(OC)c3)C(=O)C(=O)N2c2cc(C)on2)c1` (stereo unspecified) gave ARFGAP1 inh -6, PG9 binder 14*, SMARCA2 activ -3, ASAP1 inh -9, rCAG RNA binder 10, NPR2 activator 0, mABHD4 FP 0, GC-A act 3, HTRA1 inhibitor 0 and Rev-erbA mod 1.
For COc1cc(NS(=O)(=O)c2ccc(N/C=C\C(=O)c3ccc(F)cc3)cc2)nc(OC)n1 the results were ARFGAP1 inh 5, PG9 binder -2.4, SMARCA2 activ 2, ASAP1 inh 3, rCAG RNA binder 31, NPR2 activator -4, mABHD4 FP -4, GC-A act 4, HTRA1 inhibitor -13 and Rev-erbA mod -4.
For CCOC(=O)c1nnn(-c2nonc2N)c1-c1ccc(F)cc1 the results were ARFGAP1 inh -2, PG9 binder -0.1, SMARCA2 activ 1, ASAP1 inh -12, rCAG RNA binder 2, NPR2 activator -2, mABHD4 FP -3, GC-A act -6, HTRA1 inhibitor -7 and Rev-erbA mod -3.
`Cc1cc(Nc2cc(Cl)cc(Cl)c2)nc(N)n1` gave ARFGAP1 inh 16, PG9 binder 0.5, SMARCA2 activ -2, ASAP1 inh -9, rCAG RNA binder 3, NPR2 activator -5, mABHD4 FP -3, GC-A act -1, HTRA1 inhibitor -4 and Rev-erbA mod 8.
For O=C(CCN1C(=O)c2ccccc2S1(=O)=O)NCc1ccccc1 the results were ARFGAP1 inh -4, PG9 binder 2.5, SMARCA2 activ -2, ASAP1 inh -3, rCAG RNA binder -4, NPR2 activator 4, mABHD4 FP 3, GC-A act 0, HTRA1 inhibitor -2 and Rev-erbA mod -4.
COc1cccc(Nc2nc(C(N)CO)cs2)n1 (stereo unspecified) was read as ARFGAP1 inh -5, PG9 binder -1.6, SMARCA2 activ -8, ASAP1 inh -6, rCAG RNA binder 0, NPR2 activator 4, mABHD4 FP 2, GC-A act -3 and Rev-erbA mod 4.
Screening Cc1ccc(-c2csc3ncnc(-n4nnc5ccccc54)c23)cc1 returned ARFGAP1 inh -12, PG9 binder -1.3, SMARCA2 activ -3, ASAP1 inh 2, rCAG RNA binder 1, NPR2 activator -15, mABHD4 FP 4, GC-A act -24, HTRA1 inhibitor -9 and Rev-erbA mod 7.
Screening CCOC(=O)C1(Cc2ccc(OC)cc2)CCN(C(=O)CC2CCC(=O)N2)CC1 (stereo unspecified) returned ARFGAP1 inh -1, PG9 binder 0.7, SMARCA2 activ -4, ASAP1 inh 2, rCAG RNA binder -6, NPR2 activator -2, mABHD4 FP 2, GC-A act -2, HTRA1 inhibitor 5 and Rev-erbA mod -4.
For NC(=O)CSc1nnc(CNc2ccc(F)cc2)n1CC1CCCO1 (stereo unspecified) the results were ARFGAP1 inh -1, PG9 binder -0.3, SMARCA2 activ -2, ASAP1 inh -4, rCAG RNA binder -1, NPR2 activator -6, mABHD4 FP -4, GC-A act 0, HTRA1 inhibitor 3 and Rev-erbA mod -1.
Cc1nc2ncnn2c(C)c1C/C=C/c1ccccc1 was read as ARFGAP1 inh -1, PG9 binder -0.1, SMARCA2 activ -3, ASAP1 inh -2, rCAG RNA binder -2, NPR2 activator 1, mABHD4 FP -1, GC-A act 8, HTRA1 inhibitor -1 and Rev-erbA mod -3.
For COc1ccc(C(=O)/C=C2\Sc3ccccc3N2C)cc1 the results were ARFGAP1 inh -7, PG9 binder -3.4, SMARCA2 activ 6, ASAP1 inh 6, rCAG RNA binder -1, NPR2 activator -7, mABHD4 FP 17, GC-A act -2 and Rev-erbA mod 1.
`Cc1ccc(S(=O)(=O)NCc2ccc(C(=O)NCCN(Cc3ccccc3)C(C)C)cc2)cc1` gave ARFGAP1 inh -13, PG9 binder 2.0, SMARCA2 activ -4, ASAP1 inh 9, rCAG RNA binder -8, NPR2 activator 1, mABHD4 FP 0, GC-A act -1, HTRA1 inhibitor -9 and Rev-erbA mod 3.
For COC(=O)C1=C(C(=O)OC)[C@@H]2N(Cc3ccccc3)c3ccccc3[C@@]23C[C@@H](C(=O)OC)N(C(=O)NC(C)(C)C)C3=N1 the results were ARFGAP1 inh 0, PG9 binder 1.0, SMARCA2 activ 0, ASAP1 inh -1, rCAG RNA binder 2, NPR2 activator -8, mABHD4 FP -7, GC-A act -7, HTRA1 inhibitor -13 and Rev-erbA mod 5.
For Cc1ccccc1NC(=O)CCC(=O)OCCCC(F)(F)C(F)(F)F the results were ARFGAP1 inh 1, PG9 binder -0.6, SMARCA2 activ -3, ASAP1 inh 2, rCAG RNA binder -6, NPR2 activator 7, mABHD4 FP 4, GC-A act 3, HTRA1 inhibitor 3 and Rev-erbA mod 3.

Fetched one by one from above:
For CCOC(=O)C1CCN(c2c(NCCN(CC)c3ccccc3)c(=O)c2=O)CC1 the results were ARFGAP1 inh 0, PG9 binder -0.2, SMARCA2 activ -3, ASAP1 inh 3, rCAG RNA binder 10, NPR2 activator -3, mABHD4 FP 2, GC-A act 0, HTRA1 inhibitor 11 and Rev-erbA mod -1.
COc1ccc(CCC(=O)Nc2ncc(C)s2)cc1OC was read as ARFGAP1 inh 2, PG9 binder -2.4, SMARCA2 activ -2, ASAP1 inh -11, rCAG RNA binder -3, NPR2 activator -4, mABHD4 FP 0, GC-A act -5, HTRA1 inhibitor 2 and Rev-erbA mod 0.

Additional records follow.
O=C(CSc1ncnc2c1oc1ccccc12)Nc1ccc2c(c1)OCCO2 was read as ARFGAP1 inh -1, PG9 binder 8.2, SMARCA2 activ -4, ASAP1 inh 1, rCAG RNA binder 1, NPR2 activator 2, mABHD4 FP -1, GC-A act -3, HTRA1 inhibitor -14 and Rev-erbA mod 676*.
`COc1cc(/C=C/C(=O)OCC(=O)N2CCc3ccccc3C2)ccc1O` gave ARFGAP1 inh -11, PG9 binder -3.3, SMARCA2 activ -3, ASAP1 inh 1, rCAG RNA binder 6, NPR2 activator -3, mABHD4 FP 3, GC-A act 2, HTRA1 inhibitor 1 and Rev-erbA mod 5.
Cc1ccc(SCC(=O)OCC(=O)NCCCc2ccccc2)cc1 was read as ARFGAP1 inh 9, PG9 binder -1.7, SMARCA2 activ -2, ASAP1 inh 4, rCAG RNA binder -11, NPR2 activator 3, mABHD4 FP 0, GC-A act 1, HTRA1 inhibitor 7 and Rev-erbA mod -5.
Screening CCOc1ccc(NC(=O)CN(C)CC(=O)NC(C)c2ccccc2)cc1OCC (stereo unspecified) returned ARFGAP1 inh -6, PG9 binder -0.2, SMARCA2 activ -3, ASAP1 inh 0, rCAG RNA binder -1, NPR2 activator -4, mABHD4 FP 7, GC-A act -1, HTRA1 inhibitor 4 and Rev-erbA mod 3.
Screening O=C(O)c1ccc(S(=O)(=O)N(Cc2cccs2)CC2CCCO2)cc1 (stereo unspecified) returned ARFGAP1 inh 15, PG9 binder -1.5, SMARCA2 activ -1, ASAP1 inh 13, rCAG RNA binder -1, NPR2 activator 5, mABHD4 FP 0, GC-A act 2, HTRA1 inhibitor -8 and Rev-erbA mod 8.
Cc1cc(C)n2nc(C(=O)N/N=C/c3c4ccccc4cc4ccccc34)nc2n1 was read as ARFGAP1 inh 8, PG9 binder -6.2, SMARCA2 activ -2, ASAP1 inh 11, rCAG RNA binder -1, NPR2 activator 6, mABHD4 FP 11, GC-A act -4, HTRA1 inhibitor 2 and Rev-erbA mod -15.

Sorted by count of non-hydrogen atoms (lowest first): some entries from above.
Screening O=C(O)c1ccc(S(=O)(=O)N(Cc2cccs2)CC2CCCO2)cc1 (stereo unspecified) returned ARFGAP1 inh 15, PG9 binder -1.5, SMARCA2 activ -1, ASAP1 inh 13, rCAG RNA binder -1, NPR2 activator 5, mABHD4 FP 0, GC-A act 2, HTRA1 inhibitor -8 and Rev-erbA mod 8.
`COc1cc(/C=C/C(=O)OCC(=O)N2CCc3ccccc3C2)ccc1O` gave ARFGAP1 inh -11, PG9 binder -3.3, SMARCA2 activ -3, ASAP1 inh 1, rCAG RNA binder 6, NPR2 activator -3, mABHD4 FP 3, GC-A act 2, HTRA1 inhibitor 1 and Rev-erbA mod 5.
O=C(CSc1ncnc2c1oc1ccccc12)Nc1ccc2c(c1)OCCO2 was read as ARFGAP1 inh -1, PG9 binder 8.2, SMARCA2 activ -4, ASAP1 inh 1, rCAG RNA binder 1, NPR2 activator 2, mABHD4 FP -1, GC-A act -3, HTRA1 inhibitor -14 and Rev-erbA mod 676*.
Cc1cc(C)n2nc(C(=O)N/N=C/c3c4ccccc4cc4ccccc34)nc2n1 was read as ARFGAP1 inh 8, PG9 binder -6.2, SMARCA2 activ -2, ASAP1 inh 11, rCAG RNA binder -1, NPR2 activator 6, mABHD4 FP 11, GC-A act -4, HTRA1 inhibitor 2 and Rev-erbA mod -15.
